Source: PubChem
MEKK3 PB1 HTS: raises or lowers MEK5 binding to the human MEKK3 PB1 domain | Q99759 | binding response (% of control), % at 10 µM | actives 1.4% (n = 290,000) | bead-based flow cytometry, Alexa488-MEK5 binding to MEKK3; actives lie on both sides; 0 = blocked by unlabeled MEK5, 100 = vehicle;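 active = binding response more than 3 SD above or below the average of its plate-row segment, actives on both sides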;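 also: Alexa488 bead fluorescence after subtracting the streptavidin-only scavenger bead signal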
MEKK2wt PB1 HTS: raises or lowers MEK5 binding to wildtype human MEKK2 PB1 domain; bead flow cytometry, Alexa488-MEK5 binding to MEKK2 WT; actives lie on both sides; Q9Y2U5; actives 1.1% (n = 290,000); binding response (% of control), % at 10 µM; in the data active = binding response below about 67% or above about 130%
IDE cell activ: boosts human insulin-degrading enzyme activity in HEK cells; AID 493087; actives 0.073% (n = 340,000); FAbeta-B cleavage, fluorescence polarization; 0% vehicle, 100% cell-free pure enzyme wells; activation, % at 5.96 µM; P14735;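 active = activation above the mean of all tested compounds plus 3 SD, set per screening campaign, cut at about 17% in these data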
NALP1 inh: NALP1 inhibition; S. cerevisiae NALP1/ASC/caspase-1 growth, X-gal OD620, 72 h; inhibition, % at 10 µM; actives 0.61% (n = 280,000); in the data active = inhibition mostly above about 24%, no sharp cut-off; inactive = mostly below about 32%; also: some compounds called inactive have numbers as strong as hits
MEKK2 mut-MEK5: signal of MEK5 binding to mutant human MEKK2 PB1 domain | bead flow cytometry, Alexa488-MEK5 binding to MEKK2 mutant | percent response, % at 10 µM | actives 0.35% (n = 290,000) | AID 1530; in the data active = percent response above about 24%, passing the limit was not always enough; also: inactives centre near 1; some results filed as inactive read as strong as hits; reference of the scale not given here
pCIP destab: p/CIP protein destabilization | F442A p/CIP-EGFP cells, EGFP fluorescence, 16 h | decrease of EGFP signal, % at 10 µM | actives 0.01% (n = 290,000) | AID 1984;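 active = EGFP signal decrease of at least 30% at 10 µM or well 3 SD below plate mean, unless failing retest; inactive = the rest, including hits failing retest or dose response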; also: some compounds called inactive have numbers as strong as hits; many of its hits are not listed in these tables
Target sequence (Q05BA5 1-1403): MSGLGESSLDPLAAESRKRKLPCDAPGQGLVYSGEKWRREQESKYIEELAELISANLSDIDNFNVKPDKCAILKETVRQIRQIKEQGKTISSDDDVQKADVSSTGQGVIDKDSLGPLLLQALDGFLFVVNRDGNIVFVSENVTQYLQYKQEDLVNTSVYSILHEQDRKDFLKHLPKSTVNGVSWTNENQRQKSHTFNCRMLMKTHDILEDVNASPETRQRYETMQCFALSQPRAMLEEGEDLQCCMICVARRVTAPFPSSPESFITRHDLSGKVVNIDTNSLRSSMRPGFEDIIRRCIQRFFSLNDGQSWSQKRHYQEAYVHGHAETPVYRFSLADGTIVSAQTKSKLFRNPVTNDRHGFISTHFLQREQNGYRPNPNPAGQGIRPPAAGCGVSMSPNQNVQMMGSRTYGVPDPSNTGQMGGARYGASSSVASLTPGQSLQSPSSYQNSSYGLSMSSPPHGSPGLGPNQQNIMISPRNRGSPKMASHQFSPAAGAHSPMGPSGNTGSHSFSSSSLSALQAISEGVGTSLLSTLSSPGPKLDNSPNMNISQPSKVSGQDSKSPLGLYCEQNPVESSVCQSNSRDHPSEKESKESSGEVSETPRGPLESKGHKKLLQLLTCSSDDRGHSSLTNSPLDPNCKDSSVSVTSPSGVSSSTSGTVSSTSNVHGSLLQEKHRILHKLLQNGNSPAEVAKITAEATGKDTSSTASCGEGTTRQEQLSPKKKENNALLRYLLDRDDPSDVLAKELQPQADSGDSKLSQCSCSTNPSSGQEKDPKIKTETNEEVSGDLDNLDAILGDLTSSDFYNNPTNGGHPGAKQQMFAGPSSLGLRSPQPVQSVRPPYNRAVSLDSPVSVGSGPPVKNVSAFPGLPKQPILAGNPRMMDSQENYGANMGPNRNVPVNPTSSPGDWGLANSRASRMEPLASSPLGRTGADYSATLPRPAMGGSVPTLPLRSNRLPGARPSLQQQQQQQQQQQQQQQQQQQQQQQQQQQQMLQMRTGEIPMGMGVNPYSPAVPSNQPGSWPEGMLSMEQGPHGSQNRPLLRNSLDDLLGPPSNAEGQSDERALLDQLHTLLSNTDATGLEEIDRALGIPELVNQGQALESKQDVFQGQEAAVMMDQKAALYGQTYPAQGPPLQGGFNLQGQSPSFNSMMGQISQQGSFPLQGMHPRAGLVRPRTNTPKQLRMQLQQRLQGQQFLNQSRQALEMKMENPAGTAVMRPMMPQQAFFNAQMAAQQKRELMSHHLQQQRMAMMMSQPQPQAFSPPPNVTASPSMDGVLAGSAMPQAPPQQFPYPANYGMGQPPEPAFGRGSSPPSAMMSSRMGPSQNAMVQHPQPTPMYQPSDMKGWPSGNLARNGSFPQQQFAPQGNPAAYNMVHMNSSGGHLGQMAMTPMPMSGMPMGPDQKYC
PfM18AAP inh: blocks P. falciparum M18 aspartyl aminopeptidase | actives 1.2% (n = 290,000) | recombinant PfM18AAP, H-Glu-NHMec fluorogenic cleavage | inhibition, % at 7.35 µM;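 active = inhibition above the campaign mean inhibition over all tested compounds plus 3 SD, cut at about 28% in these data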;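 also: 0% = plate median of test compound wells and 100% = 2 mM ZnCl2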
SUMO HTRF inh: inhibitors of human SUMOylation (UBC9). AID 2006. inhibition, % at 35 µM. P63279. actives 0.36% (n = 290,000). HTRF SUMOylation assay, SAE1/SAE2 + UBC9, in vitro; in the data active = inhibition above about 50%, passing the limit was not always enough; also: strong numbers were not always called active
IDE cell inh: cellular human IDE inhibition; P14735; actives 0.41% (n = 320,000); inhibition, % at 5.59 µM; HEK cells, FAbetaB cleavage, fluorescence polarization;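 active = percent inhibition above the average of all tested compounds plus 3 SD, set per screening campaign, cut at about 16% in these data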;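 also: IDE supplied by intact live HEK cells; FP after avidin binding of uncleaved biotin substrate so inhibition keeps polarization high; 0% = DMSO wells and 100% = 60 µM reference IDE inhibitor Ii1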
An asterisk follows results filed as active; / = no result given.

Sequence of screens – IDE cell activ	IDE cell inh	pCIP destab	MEKK2 mut-MEK5	SUMO HTRF inh	MEKK3 PB1 HTS	MEKK2wt PB1 HTS	PfM18AAP inh	NALP1 inh
COc1ccc(-c2cc(C(F)(F)F)c3c(=O)n(-c4ccccc4)[nH]c3n2)cc1
    5	-7	-12	0	-4	101	96	0	3
O=C(C=C1SCCS1)/C=C/c1ccco1
    0	-11	-7	/	21	/	/	11	-18
COc1cc2c(cc1OC)C(c1cc3cc(C)ccc3[nH]c1=O)N(C(=O)c1ccco1)CC2 (stereo not given)
    3	0	0	5	7	103	104	-5	19
O=C(NCc1ccco1)C1CCN(S(=O)(=O)Cc2ccccc2)CC1
    3	3	-2	-3	9	109	101	0	-6
CCN(c1ccc(OC)cc1)S(=O)(=O)c1cc(-c2cc(C)no2)ccc1OC
    0	-2	-11	4	0	101	104	1	2
COC(=O)c1cc(N2C(=O)C3C4C=CC(CC4)C3C2=O)ccc1Cl (stereo not given)
    1	-2	-5	5	12	105	105	-3	5
COc1ccc(CC(=O)OCC(=O)Nc2cccnc2Cl)cc1OC
    -2	3	-1	0	0	102	101	-7	-2
COc1cccc(-n2nnnc2SCC(=O)Nc2nc3c(s2)CCCC3)c1
    3	-2	-5	4	-2	105	108	-2	-5
CCn1nc(NS(=O)(=O)c2ccccc2)c2cc3ccc(C)cc3nc21
    1	5	-6	7	0	99	105	6	0
CC(C)(C)C(=O)C(Cl)C(=O)Nc1ccccc1 (stereo not given)
    4	12	-16	11	26	100	106	-48	/
COc1cc(NC(=O)C2=C(N3CCOCC3)/C(=C\c3ccc(Cl)cc3Cl)CC2)cc(OC)c1OC
    4	3	2	-3	-13	95	96	13	34
CCC1C(=O)NCCN1Cc1nc(-c2ccc(C)s2)oc1C (stereo not given)
    5	-3	-16	-9	14	101	91	0	-2
CC1CC(C(F)(F)F)n2nc(C(=O)O)cc2N1 (stereo not given)
    1	6	2	-1	8	96	96	12	6
Cc1ccc(OCC(=O)Nc2sc3c(c2C#N)CC(C)(C)NC3(C)C)cc1
    3	1	-3	-5	4	104	98	2	10
COC(=O)CCCC1=CC2=C(c3ccccc3)C(=O)C(C)(OC(=O)C3CCCC3)C(=O)C2=CN1Cc1ccco1 (stereo not given)
    3	-4	-4	8	20	86	76	/	/
COc1ccc2c(c1)c1nc3n(c(=O)c1n2CC(=O)Nc1ccccc1)CCCS3
    3	2	-15	-9	/	98	94	-12	35
CC1CC(C)CN(CCCn2c(=S)[nH]c3ccccc3c2=O)C1 (stereo not given)
    -4	3	-12	9	10	110	112	-7	2
Cc1cc(Br)ccc1NC(=O)CNC(=O)CN(C)Cc1nc2ccccc2c(=O)[nH]1
    4	4	-10	-1	9	93	97	1	2
CCOc1cc(/C=N/N=C(N)N)ccc1OCc1ccc(Cl)cc1
    0	-5	-8	6	-13	104	149*	2	9
CCOc1ccc(OCCCC(=O)O)cc1
    -1	3	2	-3	2	100	99	0	29
Clc1ccccc1N=C1SCCS1
    /	5	-6	8	4	105	97	1	/
O=C1NC(c2ccncc2)C(C(=O)c2cccs2)C(O)(C(F)(F)F)N1 (stereo not given)
    1	2	2	4	-12	104	102	10	16
CCOC(=O)C1(Cc2cccc(OC)c2)CCN(Cc2cccc(O)c2)CC1
    6	-6	13	0	-9	104	98	-16	0
COC(=O)c1c(-c2ccccc2Cl)noc1-c1cnc(N)nc1C(F)(F)F
    4	-1	-4	-9	-2	67	63	0	/
O=C(NCc1ccccn1)C1CCC(=O)N(Cc2ccc(Cl)cc2)C1 (stereo not given)
    -5	5	-6	2	2	103	100	3	9
CCOC(=O)NN1C(=O)c2ccccc2NC1c1cccnc1 (stereo not given)
    5	0	-7	6	1	105	102	-1	4
Cc1cc(C(=O)NC(C)CCc2ccccc2)ccc1[N+](=O)[O-] (stereo not given)
    4	2	-11	0	7	101	101	2	19
CC(=O)c1nnn(-c2c(F)cccc2F)c1C
    8	2	-11	8	16	102	100	2	4
O=C(O)C1CCCN1C(=O)Nc1ccc(F)cc1 (stereo not given)
    -1	2	-4	-2	8	100	100	-3	18
Cc1sc2c3ccsc3ccc2[n+]1C
    -16	9	-22	-1	11	99	101	30*	8

Already shown: an excerpt of the list.
Sequence of screens – IDE cell activ	IDE cell inh	pCIP destab	MEKK2 mut-MEK5	SUMO HTRF inh	MEKK3 PB1 HTS	MEKK2wt PB1 HTS	PfM18AAP inh	NALP1 inh
CCN(c1ccc(OC)cc1)S(=O)(=O)c1cc(-c2cc(C)no2)ccc1OC
    0	-2	-11	4	0	101	104	1	2
COC(=O)c1cc(N2C(=O)C3C4C=CC(CC4)C3C2=O)ccc1Cl (stereo not given)
    1	-2	-5	5	12	105	105	-3	5

Following part.
Sequence of screens – IDE cell activ	IDE cell inh	pCIP destab	MEKK2 mut-MEK5	SUMO HTRF inh	MEKK3 PB1 HTS	MEKK2wt PB1 HTS	PfM18AAP inh	NALP1 inh
O=C(C(NS(=O)(=O)c1cccc2nsnc12)c1ccccc1)N1CCN(c2ccccn2)CC1 (stereo not given)
    1	2	-3	5	16	101	95	3	8
Cc1ccc(C(=O)NCCNC(=O)c2ccc(F)cc2)cn1
    2	-1	4	8	6	104	106	4	8
O=C(Cn1nc(-c2ccccc2)c2ccccc2c1=O)Nc1ccccn1
    2	-5	4	0	7	103	104	10	24
Cc1nn(-c2ccc(F)cc2)c(Cl)c1/C=C(\CC(=O)O)c1nc2ccccc2s1
    4	1	-9	6	18	98	105	-3	6
O=c1c2cnn(-c3ccccc3)c2nc(-c2cccs2)n1-c1cccc(Cl)c1
    3	-8	0	24	-3	104	104	1	32
Cc1cccc(NS(=O)(=O)c2ccc(-c3ccc(=O)[nH]n3)o2)c1
    4	-9	4	3	20	98	103	2	8
CN(c1ccccc1)S(=O)(=O)c1ccc(Cl)c(C(=O)OCC(=O)NC2CCS(=O)(=O)C2)c1 (stereo not given)
    2	2	-10	2	4	106	106	-12	-2
COc1ccc(CNCc2cccc(C)c2)cc1
    4	-1	2	3	6	107	107	-11	17
COc1cc(NC(=O)CSc2nnc(-c3ccncc3)n2C2CCCCC2)ccc1NC(=O)c1ccco1
    3	-3	-2	3	15	99	104	1	-3
Cc1ccc2c(c1)N(C(C)C(=O)NCc1cccs1)C(=O)CO2 (stereo not given)
    -6	-3	14	7	-6	104	107	1	-2
CN(C)CCc1cc2c(c3c1ccc1ccccc13)OCO2
    3	4	4	19	7	110	174*	11	14
O=C(NCC1CCCO1)c1ccc(Cl)c(F)c1F (stereo not given)
    3	1	-7	7	11	98	103	3	6
CCCCn1nnnc1NCc1ccc(OC)c(OC)c1OC
    1	-2	-8	2	8	106	106	-1	-2
Cc1ccccc1NC(=O)CC1S/C(=N/c2nccs2)N(C)C1=O (stereo not given)
    0	7	6	10	5	112	122	-4	1
COc1cc([N+](=O)[O-])ccc1NC(=O)C[n+]1ccccc1
    -2	-4	-18	1	-10	103	104	-1	9
CC1CN(C(=S)NC(=O)c2ccco2)CC(C)O1 (stereo not given)
    -4	-4	-13	-1	20	103	105	2	15
COc1ccc(Cl)cc1S(=O)(=O)N1CCN(C(=O)c2cc(OC)c(OC)c(OC)c2)CC1
    -3	/	-4	12	0	101	99	1	13
Cc1cc(OCC(=O)Nc2ccncc2)ccc1Cl
    3	0	-11	17	7	103	102	-6	9
COc1ccc(-c2nn(-c3ccccc3)cc2/C=N/Nc2ccc3ccccc3n2)cc1OC
    -2	0	6	2	-8	100	111	-7	24
CCOC(=O)CC(NC(=O)Cn1nnc(-c2ccccc2)n1)c1ccc(OC)cc1 (stereo not given)
    -5	-1	0	-12	-10	81	84	-16	8
COC(=O)c1sccc1NC(=S)Nc1ccccc1
    -3	0	-9	-2	-1	94	95	9	24
Cc1ccccc1OCCCCCNCCO
    1	/	4	8	22	111	115	1	-5
COc1ccccc1OCCC(=O)OCC(=O)Nc1cc(S(=O)(=O)N(C)C)ccc1Cl
    6	11	16	-8	6	95	97	-6	-19
O=C(NC(=S)NC1CCS(=O)(=O)C1)c1cccs1 (stereo not given)
    2	-3	-3	-2	0	89	93	2	22
CC(C)(C)c1cc[n+](-c2[nH]c(=O)sc2/C=N/N=C(\[O-])c2cccnc2)cc1
    2	0	-6	7	8	100	100	4	-33
COc1ccc(NC(=O)CSc2nc(C)cs2)c(OC)c1
    0	1	5	0	7	95	99	8	-2
COC(=O)C(CC(=O)c1cccc(OC)c1)c1ccc(F)cc1 (stereo not given)
    3	1	-4	-2	-20	102	97	7	1
NC(=O)c1ccc(Br)c(S(=O)(=O)N2CCCCC2)c1
    5	-1	-13	-2	17	100	101	-7	9
O=C(CSc1nnnn1-c1ccc(Cl)cc1)NNC(=O)c1ccc([N+](=O)[O-])cc1
    0	-2	5	-2	9	92	93	-1	10
COc1ccc(NC(=O)c2cccs2)cc1O
    2	2	-18	0	4	101	101	18	-1

The list goes on.
Sequence of screens – IDE cell activ	IDE cell inh	pCIP destab	MEKK2 mut-MEK5	SUMO HTRF inh	MEKK3 PB1 HTS	MEKK2wt PB1 HTS	PfM18AAP inh	NALP1 inh
O=C(CNC(=O)c1cc2ccccc2o1)NCc1cccs1
    0	0	-7	2	16	104	103	-2	-89
O=C(OCC(=O)c1cccs1)c1cccc(C(=O)OCC(=O)c2cccs2)n1
    -2	2	-11	-4	6	97	93	4	9
Cc1cc(=S)cc(C)n1CCCn1ccnc1
    1	2	-7	-1	-1	93	98	-1	-4
COc1ccc(/C=C/C(=O)Nc2cc(S(=O)(=O)N3CCCCC3)ccc2N2CCCCC2)cc1OC
    -3	-1	-13	1	22	104	106	5	38
Cc1cc(C)nc(SCc2ccc(C(=O)NN=C3CCCC3)cc2)n1
    0	9	3	-8	1	100	101	2	7
CCN(CC)S(=O)(=O)c1ccc(/C=C/C(=O)NC2CCCCC2)cc1
    3	6	-12	-6	13	99	96	-10	17
COC(=O)CSc1nc(N)c2c3c(sc2n1)CCCC3
    -1	3	-23	/	16	/	/	28*	18
COc1ccccc1N(CC(=O)Nc1ccc2c(c1)OCCO2)S(=O)(=O)c1ccc(C)cc1
    -4	2	-6	3	-4	100	93	-1	-1
Cc1ccc(CNC(=O)c2cc3c(=O)n4ccccc4nc3n(CC3CCCO3)c2=N)cc1 (stereo not given)
    -2	1	16	0	0	102	103	2	10
C=C(C)CC(NCc1ccco1)c1ccc(OC)cc1 (stereo not given)
    4	0	-7	8	13	103	108	-9	4
CC1(C)CC(=O)C(C=NCCN2CCN(C3CC(=O)N(c4ccc(F)cc4)C3=O)CC2)=C(O)C1 (stereo not given)
    10	-3	-2	2	15	100	99	1	9
CC(C(=O)O)n1nc(-c2ccccc2)c2ccccc21 (stereo not given)
    2	4	-14	11	10	107	108	2	11
CCOC(=O)C1C(c2ccc(Cl)cc2)NC(=S)NC1(O)C(F)(F)F (stereo not given)
    5	7	8	0	4	101	100	4	-6
COc1ccc(NC2CCCN(C(=O)CCOc3ccccc3)C2)cc1 (stereo not given)
    9	3	10	-11	0	91	95	1	27
COc1ccc(S(=O)(=O)N2CCC(C(=O)NCCC(=O)NC3CC3)CC2)cc1
    4	0	1	-6	-6	97	97	-6	34*
CC(=O)c1ccc(N2CCN(S(=O)(=O)c3ccc4c(c3)NC(=O)CO4)CC2)cc1
    -6	8	-1	-2	-2	94	96	-6	-8
O=[N+]([O-])c1cc(C(F)(F)F)ccc1NCCc1c[nH]c2ccccc12
    2	3	-19	0	10	103	117	4	35
Cc1ccc2oc(-c3ccc(NC(=O)c4cccnc4)cc3)nc2c1
    -15	0	-12	-5	30	98	99	1	46
O=C1c2ccc(Br)cc2C(=O)N1c1ccc(Cc2ccncc2)cc1
    -1	/	-21	0	-4	106	96	-13	-16

Some of the compounds tested. The share of hits here may be higher or lower than overall.
